Source: PubChem (The Scripps Research Institute Molecular Screening Center)
TAAR1 agonist = human TAAR1 agonism; Q96RJ0; CHO RD-HGA16 TAAR1, Fluo-8 calcium fluorescence; vehicle wells 0%, saturating PEA agonist 100%; activation, % at 3 µM; actives 0.99% (n = 360,000); AID 624467;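 active = activation above the mean activation of all test compounds in the run plus 3 SD, cut at about 38% in these data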
Target sequence (Q96RJ0 whole entry, looked up): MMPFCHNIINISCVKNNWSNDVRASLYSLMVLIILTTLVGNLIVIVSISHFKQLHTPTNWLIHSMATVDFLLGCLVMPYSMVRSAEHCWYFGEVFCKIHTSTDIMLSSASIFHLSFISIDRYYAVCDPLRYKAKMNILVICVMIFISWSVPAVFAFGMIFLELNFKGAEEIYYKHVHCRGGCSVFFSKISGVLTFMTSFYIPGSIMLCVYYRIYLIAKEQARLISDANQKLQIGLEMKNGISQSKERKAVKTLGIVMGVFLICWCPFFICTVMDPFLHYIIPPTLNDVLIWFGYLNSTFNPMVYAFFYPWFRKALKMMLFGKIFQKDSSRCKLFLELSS
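Test system: RD-HGA16 (CHO) cells co-expressing Gα16 and hTAAR1 / Benchmarks: DMSO vehicle as 0%, PEA at EC100 as 100% / Repeats: no replicates (n 1) / Measure: % activation from peak over basal fluorescence ratio, DMSO-to-PEA scaled / Timing: 17-24 h plating, Fluo-8 75 min 37 °C, 30 min RT / Technique: kinetic Fluo-8 calcium fluorescence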
M1 ag = agonists of human M1 muscarinic receptor; CHO-K1 hM1, Fluo-8 calcium fluorescence, agonist mode; 0% DMSO, 100% acetylcholine EC100; activation, % at 3 µM; actives 0.33% (n = 360,000); P11229;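 active = activation above the run's mean compound activation plus 3 SD, cut at about 16% in these data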;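 note: peak over basal fluorescence ratio within a 140 s kinetic read after compound addition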
M1 antag = human CHRM1 antagonism; CHO-K1 hM1, Fluo-8 calcium fluorescence, ACh EC80 antagonist; actives 1.3% (n = 360,000); P11229; inhibition, % at 3 µM;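 active = percent inhibition above its own plate's cutoff, namely the mean of that plate's compound wells plus 3 SD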;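 note: peak over basal fluorescence ratio during 140 s after agonist addition; 0% = ACh EC80 plus DMSO and 100% = DMSO alone without agonist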
TAAR1 antagonist = human TAAR1 antagonism; CHO RD-HGA16 TAAR1, Fluo-8 calcium fluorescence, antagonist; actives 1.5% (n = 360,000); inhibition, % at 3 µM; Q96RJ0; AID 624466;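 active = inhibition above a per-plate cutoff, the mean inhibition of test compounds on that plate plus 3 SD, cut at about 49% in these data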;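 note: 0% = DMSO plus EC80 beta-PEA response and 100% = DMSO alone without agonist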
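Material: CHO RD-HGA16 cells bearing hTAAR1; compound dosing: one-point dosing, 3 µM nominal final; schedule: dye loading 75 min at 37 °C, then 30 min room temperature; measured by: calcium fluorescence with Fluo-8; control set: vehicle and agonist controls; replication: n of 1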
CHO-K1 Ca PAM = M1 PAM counterscreen hit in parental CHO-K1 cells | ATP EC20, Fluo-8 calcium fluorescence; 0% at ATP EC20, 100% at ATP max | activation, % at 3 µM | actives 0.02% (n = 360,000);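 active = activation above the run cutoff, the mean activation of all test compounds plus 3 SD, cut at about 40% in these data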;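 note: peak over basal fluorescence ratio in a 140 s read after ATP addition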
OXTR potentiator = potentiators of human oxytocin receptor. CHO-OTR cells, Fluo-8 calcium fluorescence, potentiator mode; 0% = oxytocin EC15, 100% = EC100. activation, % at 3 µM. actives 0.061% (n = 320,000);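 active = activation above that plate's cutoff, the mean activation of tested compounds plus 3 SD, cut at about 6.6% in these data, passing the limit was not always enough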;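 note: 100% uses oxytocin at 75 nM as the full agonist control; some results filed as inactive read as strong as hits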
Target sequence (P30559 whole entry, looked up): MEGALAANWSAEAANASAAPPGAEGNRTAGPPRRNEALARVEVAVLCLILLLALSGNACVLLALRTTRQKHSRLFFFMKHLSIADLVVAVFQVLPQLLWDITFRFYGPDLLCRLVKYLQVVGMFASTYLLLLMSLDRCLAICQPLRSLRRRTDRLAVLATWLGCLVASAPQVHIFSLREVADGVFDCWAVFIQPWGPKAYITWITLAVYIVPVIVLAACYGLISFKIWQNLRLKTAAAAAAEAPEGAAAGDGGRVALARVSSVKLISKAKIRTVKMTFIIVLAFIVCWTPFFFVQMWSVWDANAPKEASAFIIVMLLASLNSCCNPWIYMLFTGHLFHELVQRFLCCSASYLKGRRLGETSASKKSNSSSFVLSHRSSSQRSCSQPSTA
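Assay system: CHO cell line stably expressing human OTR | Also added: Oxytocin at about EC15, sub-maximal agonist stimulus | Times: Compound 6 min at room temperature before oxytocin, 100 s read | Measured by: Fluo-8 intracellular calcium fluorescence, ex 470-495, em 515-575 nm | Controls: EC15 oxytocin alone as 0%, 75 nM oxytocin as 100%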
CHO-K1 Ca ag = M1 agonist counterscreen hit in parental CHO-K1 cells; actives 0.48% (n = 360,000); activation, % at 3 µM; Fluo-8 calcium fluorescence; scaled to maximal ATP response, vehicle zero; in the data active = activation above about 15%;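 note: untransfected CHO-K1 host cells lacking M1 receptor as counterscreen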
CHO-K1 Ca antag = M1 antagonist counterscreen hit in parental CHO-K1 cells | ATP-induced calcium, Fluo-8 fluorescence | inhibition, % at 3 µM | actives 0.6% (n = 360,000);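 active = inhibition above a per-plate cutoff, the plate's mean sample inhibition plus 3 SD, cut at about 24% in these data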;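 note: 0% = DMSO plus EC80 ATP and 100% = DMSO alone without ATP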
CHO parental Ca = counter-screen: ATP calcium response change in parental CHO cells; parental CHO-K1, ATP-induced calcium, Fluo-8 fluorescence; inhibition, % at 5.6 µM; actives 0.63% (n = 330,000); AID 463079;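 active = inhibition above that plate's mean sample inhibition plus 3 SD, cut at about 26% in these data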;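 note: 0% = ATP-challenged DMSO wells and 100% = DMSO wells without ATP; some compounds past the cut are filed as inactive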
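Material: Parental CHO cells | Reagent: ATP | Compound dosing: Single nominal dose of 5.6 µM per compound | Detection: Intracellular calcium via Fluo-8 no-wash fluorescent dye | Read-out: % inhibition of ATP-induced calcium mobilization | Benchmarks: Low control ATP plus DMSO, high control DMSO only | Replicates: Singlicate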
* marks the source's active call; other numbers are inactive results; / = no result given.

1	CC1(C(=O)Nc2cccc3cccnc23)CCN1Cc1ccccc1OC(F)F (stereo not drawn)
2	CC(=O)Nc1c(C)ccc(CNC(=O)COc2ccc(F)cc2)c1C
3	CC(O)CNC(=S)Nc1ccccc1 (stereo not drawn)
4	COc1ccccc1NC(=O)c1ccc(CS(=O)(=O)c2ccc(C)cc2)cc1
5	Cc1nc(N2CCCC2)c2nnn(Cc3ccccc3Cl)c2n1
6	Cc1cc(NC(=O)CCN2CCN(C)CC2)ccc1Br
7	O=C(COC(=O)CNC(=O)c1ccccc1)NC1CCCCC1
8	COc1ccc(OC)c(Nc2nc(C3CC3)nc3c2nnn3Cc2ccccc2)c1

Screen / compound no.,1,2,3,4,5,6,7,8
TAAR1 agonist,3,6,1,-1,7,6,8,0
M1 antag,7,-4,-11,-1,-4,4,-12,-3
CHO-K1 Ca antag,-3,5,-6,3,-20,-2,-15,5
CHO-K1 Ca PAM,8,14,13,5,6,11,9,-1
CHO-K1 Ca ag,2.9,0.5,0.6,1.3,-0.5,0.7,0.8,-0.1
M1 ag,-7,-5,-4,-4,-1,-4,-2,-2
TAAR1 antagonist,30,-5,-23,18,5,-10,-10,7
OXTR potentiator,/,-12,3,-12,4,4,3,-13
CHO parental Ca,/,-3,3,-9,-14,-4,-10,-15

9	COc1ccc(N2C(=O)NC(NS(=O)(=O)c3ccccc3)(C(F)(F)F)C2=O)cc1 (stereo not drawn)
10	O=C(NCCc1cn[nH]c1)c1ccc2oc(CCc3ccccc3)nc2c1
11	CN(CC(=O)Nc1cccc(F)c1)C(=O)c1ccc(-c2ccc(Cl)cc2)o1
12	COc1ccc(S(=O)(=O)N2CCOCC2)cc1C(=O)Nc1cc(C)on1
13	CCOc1ccc(NCc2nnc(SCC(=O)Nc3nc(-c4ccccc4)cs3)n2-c2ccccc2)cc1
14	COC(=O)c1cccc(C23CC4(C2)[C@H](CN(Cc2cccnc2)[C@@H]4c2ccccc2)C3c2ccc(Cl)nc2)c1 (stereo partly drawn)
15	c1cncc(-c2nc3ccccn3c2Nc2ccc3c(c2)OCCO3)c1
16	O=C(c1cc([N+](=O)[O-])ccc1N1CCOCC1)N1CCOCC1

Screen / compound no.,9,10,11,12,13,14,15,16
TAAR1 agonist,0,6,1,2,2,0,3,2
M1 antag,-12,-28,5,-8,6,4,-4,-5
CHO-K1 Ca antag,-2,-4,13,0,15,0,7,4
CHO-K1 Ca PAM,9,9,-29,2,4,10,-7,5
CHO-K1 Ca ag,0.6,1.8,0.3,-0.3,-0.2,0.2,2.0,0.0
M1 ag,-3,2,-3,-4,-3,-11,10,0
TAAR1 antagonist,-22,-3,-8,-5,-7,-2,17,6
OXTR potentiator,4,/,-7,-2,-1,-6,-2,-3
CHO parental Ca,-1,/,-5,-20,-12,-18,-12,4

17	O=C(C1CCCCC1)N1CCN(C(=O)C2CCCCC2)CC1
18	Cc1ccc(CNS(=O)(=O)c2ccc3c(c2)OCCO3)cc1
19	Fc1cccc(C2CCCCN2Cc2nc(C3CC3)no2)c1 (stereo not drawn)
20	COc1ccccc1CNC(=O)CNCC1CCCO1 (stereo not drawn)
21	CSc1ccc(-c2cc(=O)c3ccccc3o2)cc1
22	Cc1cc(CNC(=O)Cn2nc(C)c([N+](=O)[O-])c2C)c2ccccc2n1
23	Cc1ccc(C)c(OCC(=O)N/N=C/c2ccsc2)c1
24	CC(C)(O)c1[nH]c2cc(C(F)(F)F)ccc2c1C(C)(C)O

Screen / compound no.,17,18,19,20,21,22,23,24
TAAR1 agonist,7,1,1,7,2,0,3,4
M1 antag,12,7,-12,-9,-10,12,-22,4
CHO-K1 Ca antag,-15,13,-15,-5,-10,-13,-4,-9
CHO-K1 Ca PAM,1,2,8,18,12,6,14,8
CHO-K1 Ca ag,0.2,1.1,-0.3,1.0,0.5,0.3,0.3,1.0
M1 ag,-7,-3,-5,-5,5,-5,-2,-3
TAAR1 antagonist,-18,4,-10,-6,-13,0,1,-6
OXTR potentiator,-6,-6,-2,-7,-11,-5,-11,-8
CHO parental Ca,-10,8,-13,-1,-14,-14,-9,-9

25	O=C(CSc1ccc(-c2ccncc2)nn1)N1CCN(c2ccccc2)CC1
26	CC(C)c1cc(C(=O)N2CCCC(Nc3ccc(F)c(F)c3)C2)nc(N)n1 (stereo not drawn)
27	Cc1ccc(S(=O)(=O)Nc2ccc3nc(C)sc3c2)c(C)c1
28	CCN1CCN(C(=O)Nc2cc(Cl)ccc2OC)CC1
29	O=S(=O)(Nc1cccnc1Cl)c1ccc(-c2ccccc2)cc1
30	COC(=O)c1ccccc1NC(=O)Cn1c(=O)oc2ccc(Cl)cc21
31	O=C(NC(=S)Nc1ccc(Cl)c(C(=O)O)c1)c1cccc(COc2ccccc2)c1
32	COC(=O)/C=C\C(=O)Nc1cccc([N+](=O)[O-])c1

Screen / compound no.,25,26,27,28,29,30,31,32
TAAR1 agonist,1,1,17,3,-2,2,-2,6
M1 antag,-2,-3,23,-12,-7,4,-8,-8
CHO-K1 Ca antag,1,-11,6,-6,-18,3,1,-6
CHO-K1 Ca PAM,-9,5,-8,13,8,-6,2,28
CHO-K1 Ca ag,0.5,0.6,9.7,0.6,5.6,1.1,0.2,0.6
M1 ag,-8,-1,4,-4,-1,-1,-4,-3
TAAR1 antagonist,-6,-18,3,-11,4,12,11,-1
OXTR potentiator,0,-2,-12,-9,-9,-12,-7,-6
CHO parental Ca,-4,-9,-7,-11,9,-14,0,7

Eight structures already listed, ordered by count of non-hydrogen atoms, lowest first.
32	COC(=O)/C=C\C(=O)Nc1cccc([N+](=O)[O-])c1
23	Cc1ccc(C)c(OCC(=O)N/N=C/c2ccsc2)c1
24	CC(C)(O)c1[nH]c2cc(C(F)(F)F)ccc2c1C(C)(C)O
29	O=S(=O)(Nc1cccnc1Cl)c1ccc(-c2ccccc2)cc1
30	COC(=O)c1ccccc1NC(=O)Cn1c(=O)oc2ccc(Cl)cc21
22	Cc1cc(CNC(=O)Cn2nc(C)c([N+](=O)[O-])c2C)c2ccccc2n1
25	O=C(CSc1ccc(-c2ccncc2)nn1)N1CCN(c2ccccc2)CC1
31	O=C(NC(=S)Nc1ccc(Cl)c(C(=O)O)c1)c1cccc(COc2ccccc2)c1

Screen / compound no.,32,23,24,29,30,22,25,31
TAAR1 agonist,6,3,4,-2,2,0,1,-2
M1 antag,-8,-22,4,-7,4,12,-2,-8
CHO-K1 Ca antag,-6,-4,-9,-18,3,-13,1,1
CHO-K1 Ca PAM,28,14,8,8,-6,6,-9,2
CHO-K1 Ca ag,0.6,0.3,1.0,5.6,1.1,0.3,0.5,0.2
M1 ag,-3,-2,-3,-1,-1,-5,-8,-4
TAAR1 antagonist,-1,1,-6,4,12,0,-6,11
OXTR potentiator,-6,-11,-8,-9,-12,-5,0,-7
CHO parental Ca,7,-9,-9,9,-14,-14,-4,0

(cont.)
33	O=C1C2CCC(C(O)C2)N1Cc1ccccc1 (stereo not drawn)
34	O=C1/C(=C/c2cccnc2)CCc2c1[nH]c1ccccc21
35	NC(=O)c1nnn(-c2nonc2N)c1-c1ccc([N+](=O)[O-])cc1
36	COc1cc(/C=C2\CCc3ccccc3C2=O)cc(OC)c1OC
37	Cc1ccc(OCCC(=O)Nc2ccc3c(c2)OCCCO3)cc1
38	COc1ccc(-c2nsc(SCC(=O)Nc3cc(C)on3)n2)cc1
39	COc1ccccc1N1CCN(C2CCN(C(=O)c3cccc(F)c3)CC2)CC1
40	COC(=O)c1cc(NC(=O)CSc2nc(C)cc(=O)[nH]2)cc(C(=O)OC)c1

Screen / compound no.,33,34,35,36,37,38,39,40
TAAR1 agonist,9,5,1,4,4,1,5,10
M1 antag,-8,-9,-5,7,-8,-7,-2,-4
CHO-K1 Ca antag,-8,-26,-19,-9,2,-18,4,-7
CHO-K1 Ca PAM,14,28,13,12,-5,20,7,8
CHO-K1 Ca ag,0.3,5.4,0.0,5.5,-0.3,0.3,0.5,1.2
M1 ag,-3,-6,-2,-8,-5,-3,-12,-2
TAAR1 antagonist,-14,9,-1,-1,-13,6,-14,4
OXTR potentiator,-20,-4,-3,-4,-2,-20,-3,3
CHO parental Ca,-1,-24,-10,-22,-19,-20,-17,-4

41	O=C(COC(=O)/C=C/c1cccc(F)c1)NC(=O)NC1CCCC1
42	C/C(=N/NC(=O)CNC(=O)c1cccnc1)c1cccc([N+](=O)[O-])c1
43	CC1=CC(C)(C)N(C(=O)CSc2ncn[nH]2)c2ccc(C)cc21
44	N#Cc1nc(-c2ccco2)oc1N1CCN(c2cccc(Cl)c2)CC1
45	CCN(CC)C(=O)Cn1c(=O)c2ccccc2n2c(=S)sc(-c3cccc(C)c3)c12
46	O=C(N/N=C/c1cccs1)/C(=C/c1ccccc1)NC(=O)c1ccccc1
47	COC(=O)CCC(=O)Nc1ccc2oc3c(c2c1)CCCC3
48	O=C(NC(=S)N1CCN(Cc2ccc3c(c2)OCO3)CC1)c1cccc(Br)c1

Screen / compound no.,41,42,43,44,45,46,47,48
TAAR1 agonist,6,2,13,8,10,-1,5,-2
M1 antag,-9,16,5,-2,-13,-2,-13,1
CHO-K1 Ca antag,-3,9,-13,-16,-6,3,-11,-10
CHO-K1 Ca PAM,-9,-10,19,10,15,2,17,18
CHO-K1 Ca ag,-0.1,0.0,-0.2,-0.2,0.4,0.0,0.0,0.4
M1 ag,2,-7,-6,-4,0,-5,-4,-8
TAAR1 antagonist,-2,-8,-25,27,-3,-4,-9,-11
OXTR potentiator,-8,-8,-3,1,-6,-3,2,-4
CHO parental Ca,2,-9,-15,-12,-25,-10,-12,-12

49	CC(C)C(=O)NC(c1ccco1)c1ccc2cccnc2c1O (stereo not drawn)
50	Fc1ccc(NC(=S)N/N=C/c2ccc(F)c(F)c2)c(F)c1
51	O=C1NC(c2ccccn2)Nc2sc3c(c21)CCC3 (stereo not drawn)
52	COc1ccc(CN2C(=O)c3cccnc3C2Nc2ccc(C)cc2)cc1 (stereo not drawn)
53	FC(F)Oc1ccc(NC(=S)Nc2ccc3cn[nH]c3c2)cc1

Screen / compound no.,49,50,51,52,53
TAAR1 agonist,7,10,17,1,7
M1 antag,-3,-6,3,-8,-13
CHO-K1 Ca antag,-3,0,0,-11,-10
CHO-K1 Ca PAM,7,18,4,16,5
CHO-K1 Ca ag,0.2,0.3,1.0,0.3,3.1
M1 ag,-4,-6,-3,-1,1
TAAR1 antagonist,10,7,5,10,1
OXTR potentiator,5,1,-2,-2,-3
CHO parental Ca,-15,-5,-2,-17,2
